pAkt inh = inhibitors of Akt phosphorylation. Neuro2A IGF-stimulated pAkt S473 HTRF, 20 min; hits give low values. activity change, % for hits at 50 µM. 360,000 compounds, 0.32% hits; in the data active = activity change below about -80%; inconclusive = mostly about -51% to -80%; also: % is scaled to controls: 0 for no effect and ±100 for the full control effect
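Neuro2A cells in DMEM with 0.5% FBS, overnight at 37 deg C, given compound at single 50 µM final, then IGF (6 nM final) for 20 min at 37 deg C. Lysed; phospho-Akt Ser473 by HTRF after 24 h, 665/615 ratio.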
PTHR1 ag = PTHR1 (human) receptor agonism; Q03431; HEK293 GP2 PTHR1 cells, GloSensor cAMP luminescence, 1 h; Potency, µM (series often up to 115 µM), inactives show at the top dose activation, hits mostly activators; 410,000 compounds, 0.075% hits; also: potency is read from the fitted curve at half-maximal effect; nearly all actives have a fitted effect of over 55% in size; some results filed as inactive show a strong effect at the top dose; inactives centre near -15; many of its hits are not listed in these tables
Target sequence (Q03431 whole entry, looked up): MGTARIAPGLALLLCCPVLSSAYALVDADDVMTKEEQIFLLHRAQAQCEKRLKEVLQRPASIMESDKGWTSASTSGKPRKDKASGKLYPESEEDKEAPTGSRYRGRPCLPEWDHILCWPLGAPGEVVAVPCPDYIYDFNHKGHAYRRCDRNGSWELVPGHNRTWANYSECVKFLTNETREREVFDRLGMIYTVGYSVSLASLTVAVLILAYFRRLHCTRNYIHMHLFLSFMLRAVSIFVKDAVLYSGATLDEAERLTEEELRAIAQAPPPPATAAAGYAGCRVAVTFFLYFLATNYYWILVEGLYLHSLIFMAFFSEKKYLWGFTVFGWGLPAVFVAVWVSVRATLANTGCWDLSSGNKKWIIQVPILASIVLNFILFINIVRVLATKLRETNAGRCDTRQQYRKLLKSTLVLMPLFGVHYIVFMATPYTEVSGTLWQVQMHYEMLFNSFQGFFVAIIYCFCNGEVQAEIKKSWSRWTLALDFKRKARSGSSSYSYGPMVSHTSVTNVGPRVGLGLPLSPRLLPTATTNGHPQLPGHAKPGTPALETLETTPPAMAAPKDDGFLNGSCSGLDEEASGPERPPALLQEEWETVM
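HEK-293-derived GP2 cells expressing PTHR1 and a GloSensor cAMP reporter, 3,000/well, plated overnight, given luciferin plus IBMX (each 0.5 mM as added) for 1 h at 37 °C, then compound for 1 h at 37 °C. Luminescence was read after 15 min at room temperature.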
MmCpn inh = blocks the Methanococcus maripaludis chaperonin Mm-Cpn | 330,000 compounds, 0.031% hits | purified Mm-Cpn ATPase, ADP Transcreener TR-FRET | AID 504842 | Potency, µM (titrated, usually from 76.9 µM), without a hit: at the highest dose activity, negative = inhibition, usual class: inhibitors; also: potency is read from the fitted curve at half-maximal effect; % is scaled to controls: 0 for no effect and ±100 for the full control effect; nearly all actives have a fitted effect of over 80% in size
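Purified archaeal Mm-CPN (25nM final) preincubated 10 min at 37degC with compound, then 10uM ATP for 30 min at 37degC; ADP measured by HTRF Transcreener TR-FRET; buffer 30 mM TRIS pH 7.4, 100mM KCl, 5mM MgCl2, 1mM DTT.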
Abeta rescue = A-beta toxicity reversal in yeast; 410,000 compounds, 0.063% hits; AID 1347071; yeast expressing A-beta42, growth rescue, OD600, 48 h; response scale: 0% DMSO, 100% iron-clioquinol control; Potency, µM (doses to about 46.1 µM), inactives show at the highest dose growth rescue, actives largely listed as activators; also: potency is read from the fitted curve at half-maximal effect; nearly all actives have a fitted effect of over 55% in size
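Yeast A-beta toxicity model in growth medium with pinned compounds, 48 h at 30 C; growth read as absorbance at 600 nm. Normalized to FeCl3/clioquinol equimolar mix (positive) and DMSO (negative).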
GLP-1R inv ag = acts as inverse agonist at human GLP-1 receptor. P43220. HEK293 GLP-1R CRE-luciferase, luminescence, 24 h; GLP-1R form is constitutively active. Potency, µM (series often up to 38.3 µM), inactives show at the top dose activity change, negative = inhibition, hits mostly inhibitors. 410,000 compounds, 1.6% hits; also: potency is read from the fitted curve at half-maximal effect; % is scaled to controls: 0 for no effect and ±100 for the full control effect; nearly all actives have a fitted effect of over 55% in size
Target sequence (P43220 whole entry, looked up): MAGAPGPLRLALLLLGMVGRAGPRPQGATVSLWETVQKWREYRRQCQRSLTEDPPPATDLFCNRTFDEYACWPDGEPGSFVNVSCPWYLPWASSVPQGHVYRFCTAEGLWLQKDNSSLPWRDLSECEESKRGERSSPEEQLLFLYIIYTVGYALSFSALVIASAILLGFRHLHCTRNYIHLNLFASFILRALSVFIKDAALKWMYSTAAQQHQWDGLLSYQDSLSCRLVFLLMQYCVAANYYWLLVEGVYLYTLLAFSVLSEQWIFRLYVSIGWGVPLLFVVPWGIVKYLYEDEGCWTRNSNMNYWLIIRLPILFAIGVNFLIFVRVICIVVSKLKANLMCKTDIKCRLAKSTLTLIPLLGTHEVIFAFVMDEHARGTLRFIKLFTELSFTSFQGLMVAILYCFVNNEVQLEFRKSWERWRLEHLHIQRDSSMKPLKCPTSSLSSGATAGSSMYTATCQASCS
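Constitutively active GLP-1R drives a cAMP-responsive luciferase in stably transfected HEK293 cells; test compounds are added after overnight (12 h) attachment and left 24 hr, and signal loss in luminescence marks inhibition.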
FUS yeast rescue = suppressors of FUS proteinopathy in yeast | S. cerevisiae FUS-expressing, growth rescue, OD600, 24 h | Potency, µM (doses to about 76.6 µM), inactives show at the highest dose growth rescue (activation), hits mostly activators | 390,000 compounds, 0.24% hits | AID 1347120;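 also: potency is read from the fitted curve at half-maximal effect; plate controls were DMSO vehicle for no effect and reference control for full effect; nearly all actives have a fitted effect of over 55% in size; some results filed as inactive show a strong effect at the top dose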
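S. cerevisiae expressing FUS from galactose induction served as the toxicity model. Growth after 24hr at 30C, read as absorbance at 600 nm, indicates suppression of toxicity; compounds dosed at several concentrations.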
aSyn rescue = alpha-synuclein toxicity inhibition in yeast; Potency, µM (top dose mostly 46.1 µM), inactives show top-dose growth rescue (activation), hits mostly activators; 370,000 compounds, 0.14% hits; Yeast expressing alpha-synuclein, growth rescue, BacTiter-Glo, 24 h; also: potency is read from the fitted curve at half-maximal effect; % of control where 0% means no effect; nearly all actives have a fitted effect of over 65% in size
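Readout is rescue of growth in alpha-synuclein-expressing yeast, so inhibitors of toxicity appear as activators. Growth after 24 hr at 30 deg C in galactose medium is quantified by luminescence.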
TDP43 rescue = rescues yeast growth from TDP-43 toxicity; TDP-43 expressing yeast growth rescue, BacTiter-Glo, 24 h; Potency, µM (top dose mostly 46.1 µM), without a hit: top-dose growth rescue (activation), usual class: activators; 410,000 compounds, 1.8% hits; AID 652104; also: potency is read from the fitted curve at half-maximal effect; % of control where 0% means no effect; nearly all actives have a fitted effect of over 50% in size
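Galactose-induced TDP-43 yeast, OD600=0.02, compound pinned; 24 hr, 30 deg C; BacTiter-Glo luminescence for growth. Inhibitors of TDP-43 toxicity read as activators.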
HEK293 tox = cytotoxicity in counter-screen for GLP-1R inverse agonists | 410,000 compounds, 0.13% hits | HEK293 cAMP-luciferase reporter cells, luminescence, 24 h | AID 624418 | Potency, µM (titrated, usually from 38.3 µM), without a hit: top-dose activity change, negative = inhibition, actives largely listed as inhibitors;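 also: loss of luciferase light is scored as toxicity; potency is read from the fitted curve at half-maximal effect; % is scaled to controls: 0 for no effect and ±100 for the full control effect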
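Cells in DMEM/10% Nu serum/1% pen-strep, 1536-well format. Pre-incubated 12 h, dosed with 23 nL compound, incubated a further 24 h. Luciferase detection, 12 min at room temp, luminescence.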
Starred values were filed as active, the others as inactive; i = inactive; ? = inconclusive; / = not tested or not shown; [ ] = dose if it differs, or a comment. Unless noted, calls follow the shape of the dose curve; as a rule, active = well fitted curve in the direction sought with a large enough effect; inconclusive = small, poorly fitted or top-dose-only effect, or another doubt; inactive = no such curve, though single readings can be large; an effect the other way counts as inactive or inconclusive. An excerpt, so the mix of outcomes need not match the whole.

SMILES | pAkt inh | PTHR1 ag | MmCpn inh | Abeta rescue | GLP-1R inv ag | FUS yeast rescue | aSyn rescue | TDP43 rescue | HEK293 tox
O=[N+]([O-])c1ccc(N/N=C/c2cccnc2)cc1 | i | i | -1% | 6% | ? | 16% | -8% | ? | -13%
O=C(CSc1nnc(-c2ccccc2)o1)N1CCCC1 | i | i | -1% | -10% | 12% | 15% | -2% | -5% | 7%
COc1ccc(-c2[nH]c(-c3ccc(F)cc3)nc2SCC(=O)NCc2ccco2)cc1OC | i | -11% | -1% | -2% | -28% | -9% | ? | 8% | 2%
O=C(Nc1nnc(S(=O)(=O)N2CCN(c3ccc(F)cc3)CC2)s1)c1ccc(Cl)cc1 | / | -37%[inhibitor] | / | -28% | 4% | -6% | / | 7% | 2%
COc1ccc(OC)c(NC(=O)C2CCCC2)c1 | i | i | 2% | 13% | -10% | -2% | 2% | 0% | 6%
COc1ccc(C(=O)NC2CCCCCC2)cc1S(=O)(=O)N1CCOCC1 | i | i | -1% | -12% | 6% | / | -8% | -21% | 5%
O=C(c1ccc2nc[nH]c2c1)N1CCN(c2ncc(C(F)(F)F)cc2Cl)CC1 | i | -22% | 0% | -29% | -17% | 17% | -6% | 7% | -15%
Cc1nc(-c2ccc(S(=O)(=O)N3CCN(c4ccccc4)CC3)cc2)co1 | i | i | -10% | -5% | 3% | -9% | -1% | 23% | 1%
COc1ccc(/C=N/OC/C(O)=C(\C#N)c2nc3ccccc3[nH]2)cc1OC | i | i | 1% | 14% | 2% | 24% | 1% | 24% | 3%
CCOc1ccc(/C=C2\SC(=O)N(CCNC(=O)CN3C(=O)NC4(CCCC4)C3=O)C2=O)cc1OC | i | -7% | 0% | 10% | 10% | 31% | -6% | -6% | 13%
O=S(=O)(c1ccc(Cl)cc1)N1CCN=C1SCc1cccc(Cl)c1 | i | -12% | 0% | 4% | ? | / | ? | 5% | 3%
Cc1ccccc1NC(=O)COC(=O)c1cccc(S(=O)(=O)N2CCCCC2)c1 | i | ? | -2% | 4% | -12% | -25% | 0% | 2% | 1%
Cc1ccccc1N1CCN(C2CCCN(C(=O)CCn3cnnn3)C2)CC1 (configuration not stated) | i | i | 1% | -8% | -1% | / | 6% | 6% | -8%
COC(=O)c1ccn(CSc2cc(Cl)ccc2Cl)n1 | i | -21% | 1% | 6% | -24% | -5% | -6% | 13µM* | 1%
CCOc1ccc(/C=C2\SC(=S)N(NC(=O)c3ccncc3)C2=O)cc1OC | i | -8% | -3% | 11% | 22% | 7% | 2% | 10% | ?
O=C(O)c1ccc2c(c1)-c1cc(C(=O)O)ccc1S2(=O)=O | i | -25% | 2% | 13% | -8% | -7% | 6% | 0% | -30%
COc1cc(C(=O)Nc2ccc(F)cc2Cl)ccc1OCC(=O)N1CCOCC1 | i | i | 1% | -2% | 11% | 1% | 0% | 13% | -6%
O=C(CSc1nc(O)c(C2CCCCC2)c(=O)[nH]1)Nc1ccccc1Cl | i | i | 1% | -8% | 2% | 6% | 2% | 23% | 9%
Fc1ccc(CN2CCCCCC2)c(F)c1 | i | i | 1% | 17% | 2% | 5% | -7% | 2% | 2%
CCCN1CCN(C(=O)c2noc3c2COc2ccc(C)cc2-3)CC1 | i | -19% | 0% | -30% | -24% | -30% | -1% | -3% | 2%
O=C(NCCc1ccccc1)c1cc(S(=O)(=O)N2CCCCC2)c[nH]1 | / | i | / | -15% | -25% | -2% | / | 23% | 6%
COc1cc(-c2nc(Cc3c(F)cccc3Cl)no2)cc(OC)c1OC | / | i | 0% | -11% | 0% | 31% | -5% | 0% | 0%
COc1cccc(CNC(=O)C2CCN(S(=O)(=O)c3ccc4c(c3)NC(=O)C(C)S4)CC2)c1 (configuration not stated) | i | -26% | 0% | 6% | -14% | 40% | 0% | 6% | -1%
CCCC(c1nnnn1C1CCCC1)N1CCN(C(=O)c2ccco2)CC1 (configuration not stated) | i | 8%[57.5 µM] | -1% | -8% | 10% | -10% | 0% | 15% | -5%

Just PTHR1 ag, TDP43 rescue and GLP-1R inv ag (3 entries from above):
| Molecule | PTHR1 ag | TDP43 rescue | GLP-1R inv ag |
| --- | --- | --- | --- |
| CCCN1CCN(C(=O)c2noc3c2COc2ccc(C)cc2-3)CC1 | -19% | -3% | -24% |
| O=C(NCCc1ccccc1)c1cc(S(=O)(=O)N2CCCCC2)c[nH]1 | i | 23% | -25% |
| COc1cc(-c2nc(Cc3c(F)cccc3Cl)no2)cc(OC)c1OC | i | 0% | 0% |

Remaining list, next part:
SMILES | pAkt inh | PTHR1 ag | MmCpn inh | Abeta rescue | GLP-1R inv ag | FUS yeast rescue | aSyn rescue | TDP43 rescue | HEK293 tox
COC(=O)c1cc2cc(Cl)ccc2nc1SC | i | i | ? | -13% | 7% | 15% | 6% | 6% | -1%
N#CC1=C(N)S[C@@H](C(=O)c2ccc(F)cc2)[C@@H]1c1cccs1 | i | -21% | -13% | -13% | -1% | 36% | 14% | 0% | 8%
CCCCn1nnnc1SCC(=O)Nc1cccc(C)n1 | i | i | 3% | 6% | -7% | 2% | 0% | 14% | -7%
COc1ccc(-c2cc(C(F)(F)F)nc(-n3cncn3)n2)cc1 | i | -3%[57.5 µM] | 2% | 2% | 33%[activator] | 18% | -1% | 0% | 0%
Fc1ccc(C2=Nn3c(nnc3-c3n[nH]c4c3CCC4)SC2)cc1 | i | -23%[57.5 µM] | -18% | 28% | 118%[activator] | -16% | 0% | 18% | 2%
COc1ccccc1C1C(C#N)=C(N)N(c2cccnc2)C2=C1C(=O)CC(C)(C)C2 (configuration not stated) | i | i | 1% | -1% | 30%[activator] | 4% | -11% | -4% | -10%
CCOC(=O)C1=C(C)OC(N)=C(C#N)C1C1CCCCC1 (configuration not stated) | -118%* | i | 3% | 3% | -29% | -4% | 1% | 7% | -18%
COc1ccccc1Nc1ncccc1[N+](=O)[O-] | i | i | -1% | 6% | 72%[activator] | -11% | -5% | 18% | -15%
C#CC(CC)(CC)NC(=O)c1c(C)noc1C | i | -24%[57.5 µM] | 0% | -10% | 3% | 23% | -3% | -25% | -28%
CC(C)c1ccc(/C=C/C(=O)N2CCCCCC2)cc1 | i | -23% | -4% | -13% | ? | 14% | 13% | 0% | -10%
O=C(N/N=C/c1cccc2ccccc12)c1ccc(CN2CCOCC2)cc1 | i | -25% | 1% | -3% | -23% | 1% | 1% | -16% | -5%
COC(c1ccccc1)c1nnc(CCC(=O)N(C)CCc2ccccc2)o1 (configuration not stated) | i | i | -1% | -18% | 2% | 4% | -1% | -14%[0.397 µM] | 2%
COC(=O)c1c(NC(=O)CSc2nnc(-c3cccnc3)n2Cc2ccco2)sc(C)c1C | i | i | -1% | 23% | 0% | 32% | 6% | 4% | -8%
CCC/C=C(\CCC)C(NC(=O)OCC(C)C)c1ccc(C(=O)OC)cc1 (configuration not stated) | i | i | 1% | 11% | ? | 12% | -1% | 8% | 1%
O=C(/C=C/c1ccc(S(=O)(=O)NCc2ccco2)cc1)NCc1ccccc1Cl | i | -8% | -1% | 12% | ? | -7% | -1% | 5% | 2%
CC1CC(C)CN(C(=O)COc2ccc(-c3nnco3)cc2)C1 (configuration not stated) | / | i | -1% | 13% | 0% | -4% | / | ? | -20%
O=C(CC1SC(=NC2CCCCC2)NC1=O)Nc1ccccc1 (configuration not stated) | i | i | -7% | 13% | -12% | 8% | ? | -16% | 2%
CC(=O)N[C@H]1[C@H]([C@H](O)[C@H](O)CO)O[C@](O)(C(=O)O)C[C@@H]1O | / | -3% | / | 0% | 10% | -16% | -25% | 10% | 3%
COc1ccccc1N1CCN(C(=O)c2ccccc2Oc2ccccc2)CC1 | i | i | -1% | 10% | 8.9µM* | ? | 18% | 25% | -6%
Cc1sc(NC(=O)Cc2ccc3c(c2)OCO3)nc1-c1ccc2c(c1)CCN2C(=O)c1ccc(F)cc1 | i | -18% | -20% | -13% | ? | 26% | -2% | 8% | 7%
CN(Cc1nc2ccccc2c(=O)[nH]1)C(=O)COc1ccccc1Cc1ccccc1 | i | -28% | -1% | 4% | -69% | 31% | 9% | 13% | -18%
CCC(C)(C)n1nnnc1C(c1ccc(C)cc1)N1CCN(Cc2cccnc2)CC1 (configuration not stated) | i | i | 0% | 15% | 4% | 5% | -2% | 20% | -10%
COc1ccc(CN(CCN(C)C)Cc2ccccc2)c(OC)c1 | i | -2% | 1% | -7% | -20% | 8% | -8% | 1% | -9%
CC1(C)OC2C(CO)OC(n3cnc4c(=S)nc(N)[nH]c43)C2O1 (configuration not stated) | i | i | / | -12% | 14% | -7% | -2% | 8% | -4%
OC(c1cc(Cl)cc(Cl)c1)c1ncc(-c2ccccc2C(F)(F)F)[nH]1 (configuration not stated) | i | -2% | / | -5% | ? | -2% | ? | 11% | ?
CCC(=O)N1CCc2cc(CNS(=O)(=O)c3cc(Cl)ccc3OC)ccc21 | / | -33%[inhibitor] | / | 17% | -6% | 23% | / | 30% | 1%
O=C(Nc1cccc(C(F)(F)F)c1)c1cc(-c2ccc(F)cc2)on1 | i | i | -5% | 13% | ? | 4% | 0% | 11% | ?
Cc1cccc(N2CCN(C(=O)CSCc3c(C)noc3C)CC2)c1C | i | -1% | -1% | -26% | -25% | / | 2% | 12% | -19%
CC(C)c1ccc(NC(=O)C[n+]2ccn(C3=C([O-])c4ccccc4C3=O)c2)cc1 | i | -7% | -3% | 6% | -8% | 21% | -7% | -4%[9.22 µM] | -10%
